Screens from PubChem.
Scp1 inh: Scp-1 (human) phosphatase inhibition. Recombinant Scp1, phosphopeptide, malachite green phosphate absorbance. inhibition, % at 20 µM. actives 0.88% (n = 340,000);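 active = inhibition above about 50% at 20 µM, limit read from the data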;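 note: plate controls were DMSO wells with enzyme for no effect and wells lacking enzyme for full effect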
Target sequence (Q9GZU7 76-261 limits assumed): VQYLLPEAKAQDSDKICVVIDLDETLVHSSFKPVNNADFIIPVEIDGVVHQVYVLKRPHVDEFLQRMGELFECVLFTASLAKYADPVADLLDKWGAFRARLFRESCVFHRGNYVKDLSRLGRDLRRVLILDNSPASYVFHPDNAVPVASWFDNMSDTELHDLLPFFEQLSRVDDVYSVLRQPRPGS
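Material – SCP-1 phosphatase catalytic domain, residues 76-261 · Buffer or medium – Acidic Tris acetate buffer with magnesium and detergent · Also added – Phospho 17-mer peptide substrate · Compound – single 20 µM dose, 1% DMSO · Times – 45 min room-temperature reaction, 5 min colour, 30 min stabiliser · Technique – Phosphate-binding colour reagent, absorbance read at 630 nm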
LMPTP block: LMPTP (human) inhibition. P24666. recombinant LMPTP-A, OMFP fluorogenic substrate, fluorescence intensity. inhibition, % at 20 µM. actives 0.22% (n = 360,000). AID 651560;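 active = compounds that cut the enzyme signal by at least half of the control window in the single-dose screen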;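 note: plate controls were DMSO wells with enzyme plus substrate for no effect and substrate without enzyme for full effect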
Target sequence (P24666 whole entry, looked up): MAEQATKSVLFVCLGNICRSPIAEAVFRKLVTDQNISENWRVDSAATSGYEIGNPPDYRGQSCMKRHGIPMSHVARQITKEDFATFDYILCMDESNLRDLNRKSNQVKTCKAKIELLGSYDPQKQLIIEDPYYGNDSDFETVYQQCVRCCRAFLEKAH
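Assay system: LMPTP-A enzyme. Input: 0.625 nM LMPTP-A final. Probe or stimulus: 400 µM OMFP. Compound dosing: single 20 µM dose. Schedule: 50 min dark incubation at room temperature. Detection: fluorescence intensity of OMFP turnover product. Read-out: percent inhibition versus substrate-only and uninhibited controls. Benchmarks: no-enzyme low control, uninhibited high control.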
NadD inh: NadD (S. aureus) enzyme inhibition | purified NadD enzyme, colorimetric absorbance read-out | inhibition, % at 20 µM | actives 0.78% (n = 360,000); in the data active = inhibition above about 26%; note: some compounds past the cut are filed as inactive
DNMT1 block: blocks human DNA methyltransferase DNMT1; DNMT1 molecular beacon, Hinp1I cleavage, fluorescence; inhibition (reported as % activation of signal), % at 10 µM; actives 0.83% (n = 360,000); AID 588458; in the data active = inhibition above about 50%
Rpn11 inh: inhibitors of human proteasome Rpn11. calls only at 20 µM. O00487. actives 0.59% (n = 360,000). AID 588493. human 26S proteasome, Ub4-pepOG fluorescence polarization; 20S core pre-blocked with epoxomicin;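 active = inhibition at 20 µM, scaled to each plate's controls, above about 33%, limit read from the data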
SUMO1-SIM PPI: SUMO1-SIM interaction modulation; SUMO1 binding to a labelled peptide, TR-FRET, 1 h; inhibition, % at 20 µM; actives 0.33% (n = 360,000); P63165; in the data active = inhibition above about 37%
Target sequence (P63165 whole entry, looked up): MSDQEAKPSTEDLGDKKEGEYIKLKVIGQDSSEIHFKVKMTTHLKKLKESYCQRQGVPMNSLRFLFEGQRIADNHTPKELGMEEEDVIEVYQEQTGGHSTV
CSN inh: inhibitors of human CSN-mediated cullin deneddylation; Q92905; Purified CSN, SCF-Nedd8-OG deneddylation, fluorescence polarization; inhibition, % at 12.5 µM; actives 0.38% (n = 360,000); AID 651999;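 active = pattern-corrected inhibition above about 35%, with an unprinted fluorescence ratio check between 0.5 and 1.5, limit read from the data, passing the limit was not always enough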;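 note: 0% = enzyme with substrate and 100% = substrate without enzyme; some results filed as inactive read as strong as hits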
Target sequence (Q92905 whole entry, looked up, one chain of several): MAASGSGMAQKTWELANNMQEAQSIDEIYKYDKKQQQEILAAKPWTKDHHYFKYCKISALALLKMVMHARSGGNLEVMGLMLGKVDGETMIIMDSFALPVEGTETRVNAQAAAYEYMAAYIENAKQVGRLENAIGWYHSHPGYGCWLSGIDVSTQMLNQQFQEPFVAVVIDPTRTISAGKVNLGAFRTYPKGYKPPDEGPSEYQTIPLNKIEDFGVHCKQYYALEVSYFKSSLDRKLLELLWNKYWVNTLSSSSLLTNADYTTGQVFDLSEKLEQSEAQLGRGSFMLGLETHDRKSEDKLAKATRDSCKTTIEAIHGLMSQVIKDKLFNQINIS
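test system = HEK293T-derived human Csn5 enzyme | amount = 0.24 nM Csn5 enzyme, final concentration | medium = Tris/NaCl/DTT buffer, pH 7.5 | schedule = 90 min reaction at room temperature | signal = FP | evaluation = inhibition of Csn5 cleavage, % | compound dosing = single dose of 12.5 µM compound with 0.25% DMSO | probe or stimulus = 10 nM SCFSkp2-Nedd8OG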
Tb MetRS inh: blocks T. brucei methionyl-tRNA synthetase activity; purified T. brucei MetRS, ATP depletion, Kinase-Glo luminescence; inhibition, % at 11.9 µM; actives 0.4% (n = 360,000);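 active = inhibition above a per-plate cutoff of the control wells' mean inhibition plus 3 SD, cut at about 5.5% in these data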;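 note: 0% = DMSO wells median and 100% = median of wells with control inhibitor compound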
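technique = Kinase-Glo luminescence, ATP depletion format | system = purified MetRS (methionyl-tRNA synthetase) enzyme from Trypanosoma brucei | timing = 15 min preincubation, 2 h reaction, all 25 °C | evaluation = percent inhibition versus plate control medians | dosing = single dose, 11.9 µM final nominal, 0.9% final DMSO | also added = substrates ATP, L-methionine and bulk Escherichia coli tRNA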
MsrA inh: inhibits bovine methionine sulfoxide reductase A; purified bovine MsrA, absorbance read-out; inhibition, % at 15.5 µM; actives 0.75% (n = 360,000); AID 651718; in the data active = inhibition above about 4.5%;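 note: 0% = vehicle wells with enzyme and 100% = reference inhibitor wells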
STEP inh: blocks human striatal-enriched tyrosine phosphatase | actives 0.25% (n = 360,000) | AID 588621 | P54829 | inhibition, % at 20 µM | recombinant STEP, OMFP fluorogenic substrate, fluorescence;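 active = inhibition at 20 µM, scaled per plate between control wells, above about 37%, limit read from the data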;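 note: 0% = DMSO with enzyme and substrate and 100% = substrate only without enzyme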
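Material: STEP (striatal-enriched tyrosine phosphatase) enzyme, cell-free; Compound dosing: 20 µM single dose in 1% DMSO; Technique: fluorescence read at 480 nm ex / 540 nm em; Times: reaction 20 min, ambient temperature; Medium: 50 mM Bis-Tris pH 6.0 with 2.5 mM DTT and 0.005% Tween 20; Also added: OMFP at 25 µM.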
Starred values were filed as active, the others as inactive; i = inactive; · = no result given.

cpd	Scp1 inh	LMPTP block	NadD inh	DNMT1 block	Rpn11 inh	SUMO1-SIM PPI	CSN inh	Tb MetRS inh	MsrA inh	STEP inh	canonical_smiles
1	7	0.6	3	9	i	0	5	-0.4	-1.1	1	CC1=C(C)CC(C(=O)Nc2ccc(C(=O)N3CCOCC3)cc2)C(C(=O)O)C1 (centres undefined)
2	2	-1.3	3	2	i	-2	2	-1.3	-0.1	1	COc1ccccc1CNC(=O)c1ccc(OC(C)C)cc1
3	-1	-1.2	-5	-1	i	-13	-12	1.9	1.5	9	O=C(COc1cccnc1[N+](=O)[O-])NCCc1ccc(Cl)cc1Cl
4	-9	-0.1	-9	0	i	3	-1	-0.5	-0.3	0	O=S(=O)(c1cccc2ccccc12)N1CCCCC1
5	-7	3.3	-2	3	i	1	-1	0.1	0.4	1	CN1CC(COCc2ccccc2)Oc2ccccc2S1(=O)=O (centres undefined)
6	·	-0.2	11	-3	i	6	-2	-1.2	-1.2	1	CCN(CC)C(=O)C1=C(C)N(CCC2=CCCCC2)C(=O)C(CC(=O)NCCCCc2ccccc2)C1 (centres undefined)
7	3	-1.5	3	-2	i	-4	0	-1.3	0.6	2	c1ccc(-n2nnnc2-n2ccnc2)cc1
8	3	-0.4	-18	6	i	7	0	0.1	-0.4	-1	CCOc1ccc(NC(=O)C2CCCN(S(=O)(=O)c3c(C)noc3C)C2)cc1 (centres undefined)
9	-14	2.4	10	-3	i	0	-1	-0.3	0.3	0	O=C1[C@H]2[C@@H](c3ccc(F)cc3)N3C(=O)N(c4ccccc4)C(=O)[C@@]3(Cc3ccc(Cl)cc3)[C@H]2C(=O)N1C1CCCCC1
10	-4	0.2	3	-2	i	6	22	-1.2	-0.7	0	Cc1cc2cc(CCNC(=O)c3ccc(Br)o3)c(=O)[nH]c2cc1C
11	3	0.2	-9	-4	i	1	0	-0.4	-0.7	-4	O=C(CSc1ncn(-c2ccccc2)n1)Nc1nc2ccccc2s1
12	-3	-1.6	1	-1	i	-1	2	0.1	0.8	-2	COc1ccccc1CC(NC(C)=O)C(=O)NC1CCN(S(=O)(=O)c2ccc(NC(C)=O)cc2)CC1 (centres undefined)
13	0	0.4	0	-12	i	-6	-15	0.3	-0.1	-2	COc1ccc(C(=O)CSc2nnc(CN3CCCCC3)n2-c2ccc(Cl)cc2)cc1OC
14	-7	-1.7	23	-5	i	-16	0	-1.1	1.2	2	Cc1ccc(-c2cc(C(F)(F)F)n3nc(C(=O)NCCCn4ccnc4)cc3n2)cc1C
15	-12	6.8	9	3	i	1	-6	0.5	0.7	1	Cc1ccc(COc2cccc3c2CCN(Cc2ccc(F)cc2)C3=O)cc1
16	5	-0.6	10	-2	i	3	33	-0.4	0.4	0	Cc1cccc(OC(C)C(=O)Nc2ccc3c(c2)OCCO3)c1 (centres undefined)
17	-2	1.8	2	-2	i	-12	-11	0.5	-1.3	-1	CCOc1cc(/C=C(\C#N)C(N)=O)ccc1OS(=O)(=O)c1ccccc1
18	-2	-0.8	-5	2	i	2	-5	-0.6	-0.4	1	Cc1noc(C)c1CSCC(=O)N(C)CC(=O)Nc1ccccc1Cl
19	1	-1.1	2	2	i	0	0	-0.6	-0.2	-3	CN(CC(=O)NCc1cccnc1)S(=O)(=O)c1ccc2c(c1)c(=O)n(C)c(=O)n2C
20	3	-1.4	1	2	i	-27	9	-0.4	0.2	-1	Nc1nc(SCc2ccc([N+](=O)[O-])cc2)c2ncn(C3OC(CO)C(O)C3O)c2n1 (centres undefined)
21	-1	-1.7	-6	5	i	-2	0	-0.4	2.8	0	Cc1ccc(S(=O)(=O)NC(CC(C)C)C(=O)NCCCn2nc(C)cc2C)cc1 (centres undefined)
22	6	4.0	-5	1	i	4	2	-0.9	0.3	2	Cc1cccc(NC(=O)CN(C)S(=O)(=O)c2cccc3cccnc23)c1C
23	-4	0.3	-4	-1	i	4	0	-1.0	0.5	-2	CC1CN(C(=O)NCc2ccccc2)c2cc(Cl)ccc2O1 (centres undefined)
24	6	-3.6	-4	-7	i	2	4	-1.2	1.0	-6	CCc1ccc(N2C(=O)Nc3ccc(Br)cc3C2(O)C(=O)NCCN(C)C)cc1 (centres undefined)
25	-6	0.6	-2	1	i	11	-4	-0.2	-0.1	-1	COC(=O)c1cc2ccsc2n1CC(=O)N1CCCc2ccccc21
26	-13	0.8	-5	-5	i	2	-2	-0.2	-0.9	1	CCC(C(=O)NC1CCCC1)N(Cc1ccco1)C(=O)Cn1nnc(-c2ccc(C)cc2)n1 (centres undefined)
27	-8	-0.7	4	1	i	0	-7	0.9	3.0	0	CCN(C[C@H]1N[C@@](CC)(C(=O)OC)[C@H]2C(=O)N(C)C(=O)[C@@H]12)S(=O)(=O)c1ccc(OC)cc1
28	-3	4.6	-1	0	i	-11	11	-0.5	0.4	2	C(=N\Nc1ccc2ccccc2n1)/c1ccc2c(c1)OCCO2
29	0	-1.5	-6	1	i	1	-2	-0.3	-0.2	2	CCOC(=O)/C=C/C(=O)OCC(=O)Nc1cccc(Cl)c1Cl
30	0	0.3	-3	2	i	4	0	1.0	1.8	0	O=S(=O)(Nc1ccccn1)c1ccc(Br)cc1
31	-10	-3.2	2	1	i	-1	1	-0.2	1.3	7	O=C(Cn1cccc1C(=O)c1ccccc1)NCc1ccco1
32	-7	3.0	0	-5	i	-6	3	-1.1	1.0	0	COCCOC(=O)C(C#N)c1nc2ccccc2nc1N1CCCC1 (centres undefined)
33	-5	-0.7	1	1	i	1	11	-0.2	1.2	-1	Cc1ccc(C(=O)O)cc1NS(=O)(=O)c1ccc2c(c1)oc(=O)n2C
34	1	0.4	21	3	i	-7	-3	-0.1	0.4	-1	COc1cccc(NC(=O)COc2cc(C)cc3oc(=O)cc(C)c23)c1
35	0	-0.1	-8	2	i	-1	4	-0.9	1.0	1	Cc1ccc(SC(CC(=O)c2ccc(F)cc2)C(=O)O)cc1 (centres undefined)
36	33	-2.5	1	3	i	0	0	-0.6	0.5	-2	CS(=O)(=O)N(CC(N)=O)c1ccc2c(c1)OCO2
37	-5	-0.2	0	0	i	3	-5	0.5	1.6	0	O=C(Cc1ccccc1)N/N=C/c1ccc[nH]1
38	-8	1.2	19	17	i	0	-13	-1.1	1.0	3	CCOc1ccccc1NC(=O)C(=O)N/N=C/c1cc(Br)ccc1O
39	-4	3.2	17	-11	·	1	47*	-1.1	1.6	-10	COc1cc(/C=C2/CC/C(=C/c3ccc(O)c(OC)c3)C2=O)ccc1O
40	0	-1.4	-5	0	i	-4	-2	1.7	0.5	1	CCOc1cccc(-c2cc(C(=O)NN)[nH]n2)c1

Structures shown so far that have an NH in an aromatic ring:
cpd	Scp1 inh	LMPTP block	NadD inh	DNMT1 block	Rpn11 inh	SUMO1-SIM PPI	CSN inh	Tb MetRS inh	MsrA inh	STEP inh	canonical_smiles
10	-4	0.2	3	-2	i	6	22	-1.2	-0.7	0	Cc1cc2cc(CCNC(=O)c3ccc(Br)o3)c(=O)[nH]c2cc1C
37	-5	-0.2	0	0	i	3	-5	0.5	1.6	0	O=C(Cc1ccccc1)N/N=C/c1ccc[nH]1
40	0	-1.4	-5	0	i	-4	-2	1.7	0.5	1	CCOc1cccc(-c2cc(C(=O)NN)[nH]n2)c1

(more compounds)
cpd	Scp1 inh	LMPTP block	NadD inh	DNMT1 block	Rpn11 inh	SUMO1-SIM PPI	CSN inh	Tb MetRS inh	MsrA inh	STEP inh	canonical_smiles
41	-9	-1.0	-7	-4	i	1	6	-0.1	-0.6	-2	Cc1cc(C(=O)NC2CCCCC2)c2cc(F)ccc2n1
42	-9	0.5	-10	1	i	3	2	-0.1	-1.3	4	CCOc1ccc(C(=O)NC2CCCCCCC2)cc1
43	11	23	37*	4	i	16	3	0.0	·	4	O=C(O)COc1ccccc1C(Nc1cccnc1)c1cc(Cl)c2cccnc2c1O (centres undefined)
44	-8	-1.6	3	1	i	-28	0	-0.4	0.2	2	CC1CN(C(=O)COC(=O)/C=C/c2cccc([N+](=O)[O-])c2)CC(C)O1 (centres undefined)
45	-8	1.5	3	0	i	-7	3	0.0	-1.0	-3	COc1ccc(C(=O)N2CCCC(Nc3ccc(C)c(C)c3)C2)c(OC)n1 (centres undefined)
46	-4	-0.1	4	2	i	8	1	-0.2	-0.5	-1	Cc1ccccc1Cn1cc(NC(=O)c2cc(-c3cccs3)on2)cn1
47	18	-0.4	-6	5	i	-23	3	-0.2	-0.3	2	Cc1nc(NC(=O)c2cncc(Br)c2)ccc1Br
48	-6	-0.6	-7	2	i	3	1	-0.3	1.6	0	CN(C)C(CNC(=O)C1CCN(S(=O)(=O)c2ccccc2C(F)(F)F)CC1)Cc1ccccc1 (centres undefined)
49	-8	-0.6	-1	1	i	1	4	0.5	0.3	1	O=Cc1ccc(Oc2cccc(C(F)(F)F)c2)nc1

Grouped by structure: the entries above with a cyano group (2)
cpd	Scp1 inh	LMPTP block	NadD inh	DNMT1 block	Rpn11 inh	SUMO1-SIM PPI	CSN inh	Tb MetRS inh	MsrA inh	STEP inh	canonical_smiles
17	-2	1.8	2	-2	i	-12	-11	0.5	-1.3	-1	CCOc1cc(/C=C(\C#N)C(N)=O)ccc1OS(=O)(=O)c1ccccc1
32	-7	3.0	0	-5	i	-6	3	-1.1	1.0	0	COCCOC(=O)C(C#N)c1nc2ccccc2nc1N1CCCC1 (centres undefined)
